Assay outcomes as filed in PubChem BioAssay.
hERG rescue – compounds protecting human hERG from proarrhythmic drug block. Q12809. actives 0.51% (n = 310,000). CHO-hERG, FluxOR thallium flux, dofetilide IC70 present. activation (rescue from dofetilide block), less the hit threshold, % at 10 µM;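 active = activation above the mean of controls blocked by dofetilide plus 5 SD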;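 also: thallium influx through hERG after potassium depolarization seen as dye fluorescence rise; in these data hits start at about 4.7%; inactives centre near -7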
ANO1 activ – activates or potentiates the mouse TMEM16A chloride channel | HEK293 TMEM16A/YFP-H148Q/I152L, iodide quench fluorescence; hits give low values | B-score at 10 µM | actives 0.3% (n = 340,000) | AID 623877;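 active = fluorescence-ratio B-score plate-corrected deviation score at least 3 library SD below zero, with starting fluorescence score within 5 deviations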;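 also: channel opened by trigger with iodide after compound preincubation; score built on the fluorescence ratio of max minus min over baseline; more negative score means more quench and so TMEM16A activation or potentiation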
HDAC3 inhib – human HDAC3 inhibition; recombinant HDAC3, fluorogenic peptide/trypsin coupled, fluorescence; inhibition, % at 8.3 µM; O15379; actives 0.15% (n = 320,000); AID 2718; in the data active = inhibition above about 26%, passing the limit was not always enough; inconclusive = no clear call, values can overlap the other calls
Target sequence (O15379 whole entry, looked up): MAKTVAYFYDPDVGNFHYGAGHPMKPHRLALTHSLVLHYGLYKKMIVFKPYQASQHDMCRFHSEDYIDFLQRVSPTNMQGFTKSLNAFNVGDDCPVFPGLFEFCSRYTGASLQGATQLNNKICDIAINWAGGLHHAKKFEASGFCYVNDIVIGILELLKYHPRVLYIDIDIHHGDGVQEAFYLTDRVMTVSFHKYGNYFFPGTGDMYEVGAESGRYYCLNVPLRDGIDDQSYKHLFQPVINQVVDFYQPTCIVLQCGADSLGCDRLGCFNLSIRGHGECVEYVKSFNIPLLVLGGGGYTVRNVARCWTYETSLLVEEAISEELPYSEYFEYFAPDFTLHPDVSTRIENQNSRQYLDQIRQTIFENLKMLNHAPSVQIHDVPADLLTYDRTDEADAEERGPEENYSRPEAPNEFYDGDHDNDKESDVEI
KCNK9 inh – inhibitors of human KCNK9 two-pore domain potassium channel; actives 1.2% (n = 310,000); HEK293 KCNK9, FluxOR thallium flux fluorescence; hits give low values; Q9NPC2; B-score at 10 µM;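 active = ratio B-score over 3 SD below the library mean, with starting fluorescence within 5 SD of its mean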;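 also: negative B-score means less thallium flux so channel inhibition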
KCNQ1 block – human KCNQ1 channel inhibition. CHO-K1 KCNQ1, FluxOR thallium flux fluorescence; hits give high values. B-score at 10 µM. actives 1.3% (n = 310,000). AID 2642;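 active = compounds whose thallium flux B-score, printed positive for inhibition, exceeds three library SD while starting fluorescence stays within three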;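 also: channel opened by potassium depolarization with thallium stimulus after 20 min compound exposure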
Target sequence (P51787 whole entry, looked up): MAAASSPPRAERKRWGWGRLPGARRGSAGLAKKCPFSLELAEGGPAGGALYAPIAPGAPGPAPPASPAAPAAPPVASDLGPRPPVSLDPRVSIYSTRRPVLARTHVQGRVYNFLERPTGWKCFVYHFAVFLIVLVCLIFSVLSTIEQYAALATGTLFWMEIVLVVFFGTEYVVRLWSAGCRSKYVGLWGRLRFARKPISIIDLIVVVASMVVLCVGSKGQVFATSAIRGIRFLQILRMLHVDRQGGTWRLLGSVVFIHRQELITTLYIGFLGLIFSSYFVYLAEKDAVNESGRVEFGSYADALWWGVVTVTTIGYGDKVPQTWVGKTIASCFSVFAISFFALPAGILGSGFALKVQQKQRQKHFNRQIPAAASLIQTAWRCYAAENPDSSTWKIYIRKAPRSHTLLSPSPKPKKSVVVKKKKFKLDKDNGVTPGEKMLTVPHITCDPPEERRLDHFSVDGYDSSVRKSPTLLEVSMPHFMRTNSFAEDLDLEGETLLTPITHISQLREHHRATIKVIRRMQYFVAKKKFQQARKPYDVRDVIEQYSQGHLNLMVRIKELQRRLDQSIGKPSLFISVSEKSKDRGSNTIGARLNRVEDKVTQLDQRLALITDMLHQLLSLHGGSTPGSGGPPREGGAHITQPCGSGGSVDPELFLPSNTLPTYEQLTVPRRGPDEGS
RGS4 inh – human RGS4 inhibition | HEK293 M3R/RGS4 inducible, Fluo-4 calcium flux; hits give high values; triggered by carbachol at its EC20 | B-score at 10 µM | actives 0.45% (n = 310,000);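 active = B-score, a plate-corrected calcium signal, over three deviations above library mean, with baseline fluorescence within five deviations of library mean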;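 also: RGS4 expression induced by doxycycline in cells with stable M3 receptor; B-score is computed from the integrated fluorescence ratio over baseline after carbachol; higher B-score means a larger calcium signal and so more RGS4 inhibition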
SKKanGAS inh – SKKanGAS growth inhibition. S. pyogenes SKKanGAS, kanamycin growth, BacTiter-Glo, 6 h. inhibition, % at 7.5 µM. actives 1.3% (n = 300,000). AID 1662;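 active = mean replicate score, as percent of positive control median, at least 50; inconclusive = mean below 50 but one replicate at or above 50; inactive = mean and every replicate below 50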;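 also: strain carries kanamycin resistance gene driven by streptokinase promoter and grows in 40 µg/ml kanamycin; loss of luminescence reflects streptokinase promoter inhibition or plain growth inhibition; 0% = median of DMSO wells and 100% = positive control at its reference dose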
RGS4 pot – RGS4 potentiation or activation; HEK293 M3R/inducible RGS4, carbachol calcium flux Fluo4; hits give low values; B-score at 10 µM; actives 0.92% (n = 310,000); AID 463111;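 active = B-score of the integrated calcium signal more than 4 SD below the library mean, with starting fluorescence not abnormally high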;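 also: negative B-score means reduced calcium response which marks RGS4 activation or potentiation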
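Material: M3R-expressing HEK293 line, RGS4 induced by doxycycline | Schedule: Overnight RGS4 induction, 30 min dye load 37 °C, 20 min compound RT | Measured by: Fluo4 fluorescence kinetic imaging of calcium | Read-out: Integrated calcium ratio converted to B score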
KCNK3 inh – human KCNK3 channel inhibition, primary screen. O14649. CHO-KCNK3 thallium flux, FluxOR fluorescence; hits give low values. B-score at 10 µM. actives 0.84% (n = 340,000). AID 602410;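 active = B-score under library mean minus 4 SD, starting fluorescence ratio at most library mean plus 5 SD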;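 also: more negative B-score means stronger inhibition of thallium flux through KCNK3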
KCNQ1 pot – human KCNQ1 channel potentiation or activation | CHO-K1 KCNQ1, thallium flux FluxOR fluorescence; hits give high values | B-score at 10 µM | actives 0.35% (n = 310,000) | P51787;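 active = fluorescence ratio B-score, a plate-corrected score, at least three library SD, with initial intensity B-score within 5 SD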
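System: CHO-K1 cells stably expressing KCNQ1 / Medium: assay buffer for compound exposure, DMSO matched across wells / Reagent: thallium- and potassium-containing depolarizing buffer / Compound: one concentration, matched DMSO / Incubation: 20 min compound pretreatment at room temperature / Measured by: kinetic FluxOR fluorescence, 10 s baseline plus 110 s post-stimulus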
TMEM16A inh – blocks the mouse calcium-activated chloride channel TMEM16A | Q8BHY3 | HEK293 TMEM16A/YFP iodide influx fluorescence, ionomycin | normalized B-score (activity score, 25-100; higher = stronger inhibition) at 10 µM | actives 1.2% (n = 310,000);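 active = ratio plate-corrected score three or more library SD toward inhibition, starting fluorescence score within five deviations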;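 also: score derived from kinetic fluorescence span divided by baseline fluorescence per well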
* marks the source's active call; other numbers are inactive results; i = inactive; ? = inconclusive; nt = not tested or not shown.

SMILES | hERG rescue | ANO1 activ | HDAC3 inhib | KCNK9 inh | KCNQ1 block | RGS4 inh | SKKanGAS inh | RGS4 pot | KCNK3 inh | KCNQ1 pot | TMEM16A inh
ClC(Cl)(Cl)c1nc(N/N=C/c2ccncc2)c2ccccc2n1 | -7.4 | i | 1.7 | i | i | i | 10.3 | i | i | i | i
NC(=O)CC(NC(=O)Cc1ccc(Cl)cc1)c1ccc(NC2CCCCCC2)c([N+](=O)[O-])c1 (stereo not drawn) | -10.8 | i | 7.4 | i | i | i | 12.9 | i | i | i | i
Cc1cc(C(=O)Nc2ccc3c(c2)OCO3)cs1 | -8.3 | i | -4.1 | i | i | i | 1.5 | i | i | i | i
CSCCC(NC(=O)c1ccccc1)C(=O)NC1CCCC1 (stereo not drawn) | 2.1 | i | -4.5 | i | i | i | -2.6 | i | i | i | i
C=CCN1C(=S)CC(c2ccccc2)=Nc2ccccc21 | -5.7 | i | -2.2 | i | i | i | 15.6 | i | i | i | i
CCC(C)(C)NC(=O)CN(Cc1ccco1)C(=O)CCC(=O)Nc1nccs1 | -5.2 | i | -0.2 | i | i | i | -4.3 | i | i | i | i
CC(=O)N1N=C(c2ccc(Cl)cc2)CC1c1ccc([N+](=O)[O-])cc1 (stereo not drawn) | -2.3 | i | 8.4 | i | i | i | 3.6 | i | i | i | i
CCOC(=O)c1cnc2c(-c3ccc(Cl)cc3)cnn2c1C | -3.4 | i | 12.8 | i | i | i | -4.1 | i | i | i | i
COc1ccc(NC(=O)C2=C(C)C(=O)OC23CCC(C)CC3)c(OC)c1 (stereo not drawn) | -10.1 | i | 3.0 | i | i | i | -2.8 | i | i | i | i
COc1ccc(NC(=O)Cn2c(CCC(=O)O)ccc2-c2ccc(C)cc2)cc1 | -3.3 | i | -3.9 | i | i | i | 7.9 | i | i | i | i
Cc1ccc(Nc2nc(-c3c(C)n(C)n(-c4ccccc4)c3=O)c(C)s2)cc1 | -12.7 | i | -3.0 | i | i | i | 1.7 | i | i | i | i
CCOC(=O)/C(C#N)=C1/CCCCCN1C | -3.7 | i | -1.6 | i | i | i | -0.1 | i | i | i | i
CCOC(=O)C1=C(COc2ccccc2)NC(=O)NC1c1cccc([N+](=O)[O-])c1 (stereo not drawn) | -8.6 | i | 0.0 | i | i | i | 6.7 | i | i | i | i
O=C(CSc1ccccc1)Nc1cc(S(=O)(=O)N2CCOCC2)ccc1N1CCOCC1 | -1.0 | i | -0.7 | i | i | i | -2.5 | i | i | i | i
CCOC(=O)Oc1ccc2oc(C)c(C(=O)OCCOC)c2c1 | -8.1 | i | 2.3 | i | i | i | 3.8 | i | i | i | i

Two records drawn at random from those above:
SMILES | hERG rescue | ANO1 activ | HDAC3 inhib | KCNK9 inh | KCNQ1 block | RGS4 inh | SKKanGAS inh | RGS4 pot | KCNK3 inh | KCNQ1 pot | TMEM16A inh
C=CCN1C(=S)CC(c2ccccc2)=Nc2ccccc21 | -5.7 | i | -2.2 | i | i | i | 15.6 | i | i | i | i
CCC(C)(C)NC(=O)CN(Cc1ccco1)C(=O)CCC(=O)Nc1nccs1 | -5.2 | i | -0.2 | i | i | i | -4.3 | i | i | i | i

Next part
SMILES | hERG rescue | ANO1 activ | HDAC3 inhib | KCNK9 inh | KCNQ1 block | RGS4 inh | SKKanGAS inh | RGS4 pot | KCNK3 inh | KCNQ1 pot | TMEM16A inh
Cc1c(Cl)cccc1NC(=S)N/N=C/c1ccccc1Cl | -11.1 | nt | 0.0 | i | i | i | -14.8 | i | nt | i | i
Cc1c(O)c2c(=O)n(-c3ccccc3)c(-c3ccccc3)cc2oc1=O | -7.3 | i | -2.4 | i | i | i | -0.7 | i | i | i | i
CN1CCN(C(=O)c2cc(Oc3c(F)c(F)c(F)c(F)c3F)cc(C(=O)N3CCN(C)CC3)c2)CC1 | -2.1 | i | 0.8 | i | i | i | -16.8 | i | i | i | i
CCOc1ccccc1NC(=O)C(Sc1nnnn1C)c1ccccc1 (stereo not drawn) | -12.4 | i | 2.3 | i | i | i | 6.1 | i | i | i | i
CC(NC(=O)C1c2ccccc2Oc2ccccc21)C1CCCO1 (stereo not drawn) | -12.7 | i | 1.0 | i | i | i | -3.8 | i | i | i | i
COc1ccc(Cc2nc(-c3ccccn3)no2)cc1OC | -3.1 | i | 3.3 | i | i | i | 29.5 | i | i | i | i
COc1ccc(CCNC(=O)CCC(=O)N2CCN(S(=O)(=O)c3ccc(Cl)cc3)CC2)cc1OC | -8.5 | i | 3.0 | i | i | i | -16.4 | i | i | i | i
O=C(NC1CCCC1)c1cc(COc2ccc3ncccc3c2)on1 | -22.0 | i | -2.8 | i | 8* | i | -11.4 | i | i | i | 25*
COc1cc2[nH]c(=O)n(CCCCCC(=O)N3CCN(c4ccccc4)CC3)c(=O)c2cc1OC | -20.1 | i | 0.3 | i | i | i | -10.1 | i | i | i | i
CC/C(O)=N\S(=O)(=O)c1ccc(N=NN(C)C)cc1 | -4.9 | i | -6.8 | i | i | i | 1.7 | i | i | i | i
O=C1N=c2ccc(Br)cc2=C1c1sc(=S)n(NS(=O)(=O)c2ccccc2)c1O | -8.5 | i | 6.5 | i | i | i | 38.6 | i | i | i | i
Cc1cc2n(n1)C(c1ccc(O)cc1)Nc1ccccc1-2 (stereo not drawn) | -4.2 | i | 7.6 | i | i | i | -19.4 | i | i | i | i
c1ccc(-c2cc(NCCN3CCCCC3)c3ccccc3n2)cc1 | -5.8 | i | 7.9 | i | i | i | -1.3 | i | i | i | i
O=C(O)c1cc2nccc(-c3ccc(F)cc3)n2n1 | -9.4 | i | 9.9 | i | i | i | 4.7 | i | i | i | i
O=C1N/C(=C/c2ccc(Br)s2)C(=O)N1c1ccccc1 | -5.7 | i | -5.9 | i | i | i | -6.4 | i | i | i | i
Cc1nc(Cl)c(C(=O)NC(=O)Nc2cccc(C(F)(F)F)c2)c(C)c1[N+](=O)[O-] | -5.9 | i | 7.2 | i | i | i | 16.4 | i | i | i | i
CCOc1ccccc1N1CCN(C(=O)c2c(CC)noc2C)CC1 | -15.2 | i | 0.0 | i | i | i | -8.7 | i | i | i | i
O=C(c1ccccc1)N1CCC(=O)N1c1ccccc1 | -7.4 | i | 10.4 | i | i | i | 5.0 | i | i | i | i
CCCCOc1ccc(NC(=O)C2CC=CCC2C(=O)O)cc1 (stereo not drawn) | -7.2 | i | 1.1 | i | i | i | 2.3 | i | i | i | i
COc1ccc(NC(=O)CS(=O)CC(=O)NCC2OCCc3ccccc32)cc1 (stereo not drawn) | -5.5 | i | 1.3 | i | i | i | -1.9 | i | i | i | i
Cc1nn(-c2ccccc2)c(C)c1/C=N/NC(=O)c1ccccc1NS(=O)(=O)c1cccs1 | -7.3 | i | -10.1 | i | i | i | 17.0 | i | i | i | i
CC(C)c1ccc(NC(=O)N2CCC(c3nc4ccccc4o3)CC2)cc1 | -5.9 | i | ? | i | i | i | -0.2 | i | i | i | i
COC(=O)[C@@H](NC(=O)Nc1ccc(C(C)=O)cc1)C(C)C | -7.8 | i | -4.3 | i | i | i | 5.5 | i | i | i | i
CCOC(=O)C1=C(O)/C(=C/c2ccc(OCC(=O)O)c(OCC)c2)SC1=Nc1ccccc1 | -20.8 | i | 1.4 | i | i | i | 18.5 | i | i | i | i
O=C(CCN1C(=O)c2ccccc2C1=O)NCCCn1ccnc1 | -16.4 | i | -10.0 | i | i | i | -4.3 | i | i | i | i
O=C(c1ccc2c(c1)OCO2)N1CCN(S(=O)(=O)c2ccccc2)CC1 | -9.7 | i | 7.8 | i | i | i | -6.4 | i | i | i | i
COc1cccc(N2C(=NC(=O)CCc3ccccc3)SC3CS(=O)(=O)CC32)c1 (stereo not drawn) | -8.6 | i | -1.6 | i | i | i | -10.3 | i | i | i | i
Cc1ccccc1Cn1c(=O)n(Cc2ccco2)c(=O)c2ccccc21 | -14.8 | i | 4.2 | i | i | i | 11.1 | i | i | i | i
COCCNC(=O)CN(C(=O)CCC(=O)Nc1ccccn1)c1ccc(F)c(Cl)c1 | -2.5 | nt | -4.5 | i | i | i | -1.1 | i | i | i | i
Cc1nc2sc(C(=O)OCC(=O)N3c4ccccc4CC3C)c(C)c2c(=O)[nH]1 (stereo not drawn) | -7.0 | i | 1.1 | i | i | i | 0.0 | i | i | i | i
Cc1[nH]c(C)c(S(=O)(=O)N2CCCCC2C)c1C(=O)N1CCCC1 (stereo not drawn) | -7.0 | i | -0.5 | i | i | i | 11.6 | i | i | i | i
COc1ccc(C(=O)NCCCn2ccnc2)cc1[N+](=O)[O-] | -13.7 | i | 5.9 | i | i | i | -13.3 | i | i | i | i
Cc1ccc(CN(c2ccc(C(=O)Nc3ccc4c(c3)OCO4)cc2)S(C)(=O)=O)cc1 | -8.5 | i | 1.3 | i | i | i | 25.1 | i | i | i | i
CC(=O)Nc1ccc(NC(=O)CCCSc2nc3ccccc3s2)cc1 | -12.6 | i | -2.6 | i | i | i | -7.5 | i | i | i | i
CC12CC(c3ccccc3O1)C(C(=O)N1CCOCC1)C(=O)N2 (stereo not drawn) | -6.3 | i | -5.5 | i | i | i | -13.9 | i | i | i | i
O=P(O)(CN1CCCCCC1)CN1CCCCCC1 | -9.6 | nt | nt | i | i | i | -5.5 | i | nt | i | nt
Cc1cc(C)c(C)c(S(=O)(=O)N[C@@H](C)C(=O)OCC(N)=O)c1C | -1.1 | i | -3.0 | i | i | i | -3.1 | i | i | i | i
CC(C)C[C@H](NC(=O)c1nc[nH]c1C(=O)N1CCNCC1)C(=O)OC(C)(C)C | -14.3 | i | -6.3 | i | i | i | 2.9 | i | i | i | i
CCOCCCn1c(=S)[nH]c2cc(C(=O)NCCc3ccc(OC)c(OC)c3)ccc2c1=O | -2.3 | i | 0.7 | i | i | i | 1.4 | i | i | i | i
O=C1c2ccccc2C(=O)N1C/C=C/CN1C(=O)c2ccccc2C1=O | 1.4 | nt | nt | i | i | i | -7.8 | i | nt | i | nt
